Hsp90 Hop PPI = changes Hsp90-Hop TPR2A binding signal, up or down. 71,000 compounds, 0.44% hits. Potency, µM (highest dose often 57 µM), for the others: at the highest dose activity change, negative = inhibition. AlphaScreen TPR2A-His6 binding biotin-Hsp90 C-terminal peptide. AID 595; active = well fitted curve in either direction with a large enough effect; inconclusive = small, poorly fitted or top-dose-only effect, or another doubt; also: potency is read from the fitted curve at half-maximal effect; % is scaled to controls: 0 for no effect and ±100 for the full control effect; many of its hits are not listed in these tables
TexasRed autofl = compound fluoresces in the Texas Red spectral region; 59,000 compounds, 0.06% hits; Compound fluorescence, Texas Red channel, 547/618 nm; stronger effect = higher value; AID 587; max dye-equivalent concentration, M; in the data active = max dye-equivalent concentration above about 10 nM; inconclusive = between about 1.1 nM and that limit
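qHTS profiling of intrinsic compound fluorescence; 100 mM Tris pH 8.0; 15 min RT; ex 547 / em 618 nm; response expressed as Texas Red dye-equivalent concentration from six-point plate standard.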
HBB splicing = alters splicing of the hemoglobin beta chain. HBB splicing reporter cell assay, activation; EGFP reporter with mutant IVS2-654 intron; response scale: normalised to 500 nM splice-correcting PNA. 65,000 compounds, 0.06% hits. Potency, µM (top dose mostly 46.1 µM), for the others: top-dose activation, usual class: activators; also: potency is read from the fitted curve at half-maximal effect; 0% is about no effect
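Compounds were applied for 2 days to HeLa EGFP-654 cells, 500/well in Optimem with 2% FCS. The reporter's EGFP is disrupted by mis-splicing of beta-globin intron IVS2-654. Readout: summed well GFP fluorescence from 488 nm laser scanning; reference was 500 nM antisense […] 654 PNA.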
4-MU autofl = compound fluoresces in the 4-MU spectral region; compound autofluorescence, 340/450 nm, 4-MU equivalents; stronger effect = higher value; max dye-equivalent concentration, M; 59,000 compounds, 11% hits; AID 589; in the data active = max dye-equivalent concentration above about 10 nM; inconclusive = mostly about 1.1 nM to 9.6 nM
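Compounds in 100 mM Tris, pH 8.0, incubated 15 min at room temperature, then fluorescence read at 340 nm excitation/450 nm emission. Signal converted to 4-MU dye-equivalent concentration using an on-plate six-point 4-MU standard curve.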
Fluorescein autfl = fluorescein region autofluorescence; max fluorescein-equivalent concentration, M; Compound autofluorescence, 480/540 nm, fluorescein-equivalent; stronger effect = higher value; AID 593; 59,000 compounds, 0.91% hits; in the data active = max fluorescein-equivalent concentration above about 10 nM; inconclusive = between about 1.1 nM and that limit
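Read-out is intrinsic compound fluorescence at 480/540 nm (excitation/emission), expressed as dye-equivalent concentration using a fluorescein standard series run on every plate. Compounds sat 15 min at room temperature in 100 mM Tris, pH 8.0.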
A350 fluor = A350 region autofluorescence | Compound autofluorescence, 340/450 nm, Alexa 350 dye-equivalents; stronger effect = higher value | max dye-equivalent concentration, M | 59,000 compounds, 11% hits | AID 590; in the data active = max dye-equivalent concentration above about 10 nM; inconclusive = mostly about 1.1 nM to 9.6 nM
Luciferase inh = inhibitors of firefly luciferase; purified firefly luciferase, luminescence, 8 min; 72,000 compounds, 2.2% hits; Potency, µM (series often up to 57.1 µM), for the others: at the top dose activity change, negative = inhibition, hits mostly inhibitors; AID 411; also: potency is read from the fitted curve at half-maximal effect; % is scaled to controls: 0 for no effect and ±100 for the full control effect; nearly all actives have a fitted effect of over 40% in size
Target sequence (P08659 whole entry, looked up): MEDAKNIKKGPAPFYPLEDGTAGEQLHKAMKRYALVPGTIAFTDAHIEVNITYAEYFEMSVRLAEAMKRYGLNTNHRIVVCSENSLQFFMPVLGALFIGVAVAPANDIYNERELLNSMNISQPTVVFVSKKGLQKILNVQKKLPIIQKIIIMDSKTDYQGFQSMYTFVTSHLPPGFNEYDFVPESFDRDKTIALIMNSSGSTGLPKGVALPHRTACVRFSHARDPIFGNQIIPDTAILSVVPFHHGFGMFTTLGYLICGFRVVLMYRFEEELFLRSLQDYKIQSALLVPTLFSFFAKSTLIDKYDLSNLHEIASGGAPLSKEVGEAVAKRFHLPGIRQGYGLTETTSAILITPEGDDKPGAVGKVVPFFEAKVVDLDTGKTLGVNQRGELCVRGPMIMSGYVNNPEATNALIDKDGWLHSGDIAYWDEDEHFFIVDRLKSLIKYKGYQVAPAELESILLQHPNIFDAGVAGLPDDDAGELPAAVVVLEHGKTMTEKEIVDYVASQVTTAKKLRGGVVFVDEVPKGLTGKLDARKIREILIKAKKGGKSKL
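qHTS concentration-response profiling: light output of P. pyralis luciferase with luciferin and 10 uM ATP, imidazole buffer pH 7.2. Read by luminescence after 8-min room-temperature incubation.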
UbGFP stabilizer = proteasome inhibitors stabilizing ubiquitin-GFP reporter. Ubiquitin-GFP reporter cells, proteasome inhibition, GFP fluorescence; response scale: untreated = 0%, 10 µM MG-132 = 100%. Potency, µM (doses to about 45.9 µM), for inactives: top-dose activation (GFP accumulation), usual class: activators. 67,000 tested, under 10 active; active = well fitted activation curve with a large enough effect, not every such curve was filed as active; inconclusive = small, poorly fitted or top-dose-only effect, or another doubt; inactive = no such curve, though single readings can be large or run the other way; also: potency is read from the fitted curve at half-maximal effect
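U2OS Ub(G76V)-GFP reporter; O/N plating, 0.5% FBS; cpd 46 uM–2.9 nM, 4 h, 37 °C; GFP+ cell count, 488/515 nm; norm. to basal vs 10 uM MG-132; CRC fit.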
CRE-bla Fsk = CRE-bla signaling modulation under forskolin stimulation. Potency, µM (titrated, usually from 38.2 µM), for inactives: at the highest dose activity change, negative = inhibition, most hits filed as activators. AID 662. CHO CRE-bla reporter (cAMP response element driving beta-lactamase), forskolin EC10, beta-lactamase ratio. 71,000 compounds, 2.5% hits; active = well fitted activation curve with a large enough effect in the signal ratio, with a control signal flat, not every such curve was filed as active; inconclusive = small, poorly fitted or top-dose-only effect, or effect the other way, or a change in a side signal; the % refers to the signal ratio; also: potency is read from the fitted curve at half-maximal effect; % of control where 0% means no effect
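The 460nm/530nm emission ratio after CCF4 loading defined %Activity, from which AC50 values were obtained. CRE-bla CHO cells received compound dilution series together with an EC10 level of NKH 477 for 3 hours at 37 degrees Celsius.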
GFP derepression = epigenetic GFP locus derepression in mouse cells; mouse C127i GFP locus derepression, cytometry, 30 h; Potency, µM (doses to about 46.1 µM), for the others: at the highest dose GFP derepression (activation); 68,000 compounds, 0.09% hits; also: % of control where 0% means no effect
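Murine C127i mammary cells carrying a silenced, stably integrated CMV-driven GFP reporter were treated with compound for 30 hours at 37 C. After PBS washes, GFP-positive cells were counted by laser-scanning microplate cytometry.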
ERK AVP block = vasopressin-driven ERK pathway inhibition. 72,000 compounds, 0.99% hits. HEK293-V1b, vasopressin-stimulated pERK AlphaScreen. Potency, µM (series often up to 57.5 µM), for the others: top-dose activity, negative = inhibition, hits mostly inhibitors; also: potency is read from the fitted curve at half-maximal effect; % is scaled to controls: 0 for no effect and ±100 for the full control effect; nearly all actives have a fitted effect of over 55% in size
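Phosphorylated ERK1/2 detected via AlphaScreen bead proximity in lysates of V1b-expressing HEK293 cells given 25 nM vasopressin for 5 min after 30 min compound exposure (37 °C). AC50 from Hill equation; basal DMSO 0%, vasopressin 100%.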
* hit, by the source's call; i = inactive; u = inconclusive; x = not tested or not shown; [ ] = another dose, or the depositor's remark. Unless noted, calls follow the shape of the dose curve; as a rule, active = well fitted curve in the direction sought with a large enough effect; inconclusive = small, poorly fitted or top-dose-only effect, or another doubt; inactive = no such curve, though single readings can be large; an effect the other way counts as inactive or inconclusive.

smiles	ERK AVP block	A350 fluor	Hsp90 Hop PPI	CRE-bla Fsk	TexasRed autofl	UbGFP stabilizer	Luciferase inh	4-MU autofl	HBB splicing	GFP derepression	Fluorescein autfl
O=C(Nc1ccc2c(c1)OCO2)Nc1cnccn1	-10%	u	-1%	-3%	i	-5%	-20%	u	-0.9%	-3%	i
CCCCC(=O)Nc1ncc(Br)s1	-7%	i	0%	u	i	-1%	3%	i	5.1%	9%	i
O=C(c1ccco1)N1CCC2(CC1)CCN(c1cccc(-c3ccccc3)c1)CC2	-36%	i	u	-14%	i	-2%	2%[11.4 µM]	i	1.5%	2%[9.22 µM]	i
COc1ccccc1NC(=O)C1=C(C)Nc2ncnn2C1c1cccs1 (stereo unspecified)	-20%	u	2%	6%	i	10%	1%	i	1.2%[1.84 µM]	2%	i
Cn1c(C(=O)NCCCN2CCN(c3cccc(Cl)c3)CC2)cc2c(=O)n(C)c3ccccc3c21	-29%	x	-6%[2.3 µM]	-1%	x	6%	2%	x	0.2%	x	x
CCc1ccc(C2C(C#N)=C(N)SC(N)=C2C#N)s1	u	x	-16%	u	x	-4%	2%	x	-0.4%[9.22 µM]	-2%	x
CNc1nc(-c2ccoc2)nc2ccccc12	-53%	i	-14%	u	i	11%	1%[2.29 µM]	i	5.7%	-2%[9.22 µM]	i
CC(NC(=O)Nc1ccc(F)cc1F)c1ccncc1 (stereo unspecified)	-2%	1.6e-08M*	1%	-7%	i	-1%	1%	1.5e-08M*	1.0%	0%	u
Cc1ccccc1-c1ccc2ncnc(NCc3cccnc3)c2c1	u	u	-21%	4%	i	2%	1%[2.29 µM]	u	0.2%	-3%[9.22 µM]	u
CS(=O)(=O)N(CC(=O)N1CCN(Cc2ccccc2)CC1)C1CCCCC1	-6%	i	-2%	-6%	u	-1%	0%	i	-1.5%	-12%	i
Cc1ccccc1-c1nc(NC2CC2)c2ccccc2n1	u	u	0%	u	i	21%	2%[2.29 µM]	u	-0.9%	0%[9.22 µM]	u
O=C(Cc1nn[nH]n1)NCCC1=CCCCC1	7%	i	-1%	28%	i	-7%	0%	i	-3.3%	1%	i
CC(c1ccco1)N(C(=O)COc1ccc(Cl)cc1)c1ccccn1 (stereo unspecified)	-13%	u	-1%	-11%	i	-1%	-12%	u	-2.1%	1%	u
CCOC(=O)N1CCN(c2ncnc3nc[nH]c23)CC1	x	x	-9%	26%	x	1%	2%	x	0.5%	x	x
COCCn1c(=O)c(-c2cc(F)cc(F)c2)nc2cnc(N3CCNCC3)nc21	28%	3.9e-07M*	0%	u	i	6%	1%[11.4 µM]	3.5e-07M*	-0.7%	0%[9.22 µM]	i
O=C(Cn1nnc2ccccc21)C1CC1	10%	i	3%	-17%	i	5%	1%	i	-0.6%	6%	i
O=C(Cc1ccccc1)Nn1cnc2ccccc21	-17%	i	0%	1%	i	0%	3%	i	-0.5%[57.5 µM]	0%	i
Cc1ccc(NC2=NC(c3ccc(O)cc3)n3c(nc(C)cc3=O)N2)cc1 (stereo unspecified)	22%	i	-3%	-5%	i	2%	-2%	i	-0.7%	3%	i
CC(C)OCCCn1c(=NC(=O)c2ccncc2)c(C#N)cc2c(=O)n3ccccc3nc21	-4%	1.7e-05M*	-4%	u	i	19%	5%	1e-05M*	3.2%[1.84 µM]	0%	1.9e-08M*
Cc1nc2oc3ccccc3c(=O)c2c(=O)n1Cc1ccccc1	1%	i	-4%	u	i	8%	-1%	i	-1.2%	2%	u
CN(C1CCCCC1)S(=O)(=O)c1ccc2c(c1)c(=O)c(C(=O)NCCCN1CCCC1)cn2C	-9%	x	-3%	-15%	x	-3%	1%	x	0.8%	0%	x
O=C(O)c1cnn2c(C(F)(F)F)cc(-c3ccco3)nc12	x	1e-08M*	x	x	i	x	0%[25.5 µM]	u	x	3%[20.6 µM]	i
COc1cc(C2Nc3cccc4cccc(c34)N2)cc(OC)c1OC(C)=O	x	i	x	x	i	x	-3%[25.5 µM]	i	x	-5%[20.6 µM]	u
Cc1nc(SCC(=O)NCc2ccc3c(c2)OCO3)c(C#N)c2c1CCCC2	-2%	u	-9%	-8%	i	-2%	0%	i	0.6%	6%	i
c1cc(C2CCCCC2)ccc1Oc1nc(N2CCOCC2)nc(N2CCOCC2)n1	2%	i	-1%	1%	i	-1%	2%	i	0.3%	0%	i
OC(c1cccs1)c1nccc2ccccc12 (stereo unspecified)	-9%	i	-1%	-5%	i	1%	4%	i	-0.4%	1%	u
Cc1cc(NC(=O)Cn2c(=O)c3c(ncn3CCC(C)C)n(Cc3ccccc3)c2=O)no1	-14%	i	-13%	u	i	-1%	1%	i	-2.6%	1%	u
CC1CC(C)CN(C(=O)C(NS(=O)(=O)c2ccc3c(c2)oc(=O)n3C)C(C)C)C1 (stereo unspecified)	5%	x	-4%[2.3 µM]	3%	x	-9%	1%	x	0.3%	x	x
Cc1noc(C)c1-c1nccc(N2CCOCC2)n1	-10%	i	0%	u	i	-2%	1%[2.29 µM]	i	-1.0%	2%[9.22 µM]	u
CCCCOc1ccc(C(=O)NC)cc1	-22%	u	0%	-2%	i	-4%	0%	u	-1.2%	3%	i
Cc1cccc(CNc2ncncc2-c2ccccc2Cl)c1	-15%	i	4%	u	u	-2%	-4%[2.29 µM]	i	-0.3%	0%[9.22 µM]	i
Cc1nc2nc(CSc3nnc(C)s3)cc(=O)n2[nH]1	10%	i	-1%	12%	i	2%	4%	i	-1.6%[57.5 µM]	3%	u
COc1ccccc1CN(CC(=O)NCC1CCCO1)C(=O)CNS(=O)(=O)c1ccc(C)cc1 (stereo unspecified)	7%	u	18%	-7%	i	-6%	0%	u	x	-3%	i
COCc1[nH]nc2c1C(c1sccc1C)C(C#N)=C(N)O2 (stereo unspecified)	x	i	x	x	i	x	3%[25.5 µM]	i	x	0%[20.6 µM]	i
CCCCC(c1nnnn1CCOC)N1CCN(c2cccc(OC)c2)CC1 (stereo unspecified)	-14%	i	-20%	-14%	i	-5%	-2%	i	0.5%[57.5 µM]	1%	u
COc1ccc(NC(=O)C2CC(c3cc(OC)c(OC)c(OC)c3)=NO2)cc1OC (stereo unspecified)	-6%	i	-13%	u	i	-5%	0%	i	3.6%	0%	i
O=C(O)C1CCCCC1C(=O)Nc1ccccn1 (stereo unspecified)	-13%	i	-4%	-3%	u	1%	1%	i	2.0%	-3%	i
Cc1cnc(C(=O)Nc2ccc(C(=O)N(C)C3CCCCC3)cc2)cn1	-12%	i	2%	-5%	i	-2%	0%	i	0.4%[57.5 µM]	-3%	i
CCOc1nc(OCC)nc(N2CCC(C)CC2)n1	25%	i	0%	u	i	0%	1%	i	x	0%	i
CCOc1ccc(CC(=O)NCc2cn3c(C)csc3n2)cc1	x	x	-11%	-9%	x	-3%	-1%	x	-1.0%	x	x
COCCNS(=O)(=O)c1ccc2c(c1)C(=O)c1cc(S(=O)(=O)NCCOC)ccc1-2	4%	x	-2%	-7%	x	11%	2%	x	-0.3%[9.22 µM]	1%	x
CCc1ccccc1N1C(=O)C2CC=CCC2C1=O (stereo unspecified)	1%	x	-1%	3%	x	-5%	1%	x	-3.9%	2%	x
CC(C)(C)c1ccc(OC(=O)Nc2ccc(O)c(C(=O)O)c2)cc1	16%[11.5 µM]	u	-6%[11 µM]	-5%[7.6 µM]	i	-9%[9.17 µM]	-17%[11.4 µM]	u	-2.9%[9.22 µM]	0%[9.22 µM]	u
CC(=O)c1c(C)n(-c2ccccc2)c2ccc(O)cc12	0%	i	u	-3%	i	-5%	2%	i	-0.7%	0%	i
Cn1cccc1Cc1nnc(SCC(=O)NC2CCCC2)n1CCc1ccccc1	u	x	-10%	-12%	x	-3%	2%	x	0.0%	-2%	x
COc1ccc2[nH]cc(CCNc3ccnc(-c4ccccc4C(F)(F)F)n3)c2c1	-13%	i	-9%	1%	i	-6%	1%[2.29 µM]	i	-0.3%	1%[9.22 µM]	i
CCOC(=O)c1c(C)oc2c1c(/C=N/c1ccccn1)c(O)c1ccccc12	-14%	i	-4%	-13%	i	-1%	-2%	i	3.3%	13%	2.2e-08M*
CCOC(=O)N1CCN(c2ncnc3c2cnn3-c2ccc(Cl)cc2)CC1	-10%	u	1%	5%	i	-1%	-1%	u	-0.7%	0%	u

An excerpt; the hit share may differ from the screen's.
